# High-throughput results as filed in PubChem.
# Tb MetRS inh = blocks T. brucei methionyl-tRNA synthetase activity; purified T. brucei MetRS, ATP depletion, Kinase-Glo luminescence; inhibition, % at 11.9 µM; 360,000 tested, 0.4% active;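 active = inhibition above a per-plate cutoff of the control wells' mean inhibition plus 3 SD, cut at about 5.5% in these data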;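 also: 0% = DMSO wells median and 100% = median of wells with control inhibitor compound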
#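 Assay system: T. brucei methionyl-tRNA synthetase, purified | Medium: HEPES buffer with MgCl2, KCl, DTT, spermine, BSA, pyrophosphatase | Compound: 11.9 µM single point | Incubation: 15 min enzyme-compound preincubation, 2 h reaction, 10 min detection, 25 °C | Measured by: Kinase-Glo luciferase luminescence reporting remaining unconsumed ATP | Measure: % inhibition normalized to control-well medians | Replication: Singlicate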
# MsrA inhibitor = inhibits bovine methionine sulfoxide reductase A; purified bovine MsrA, absorbance read-out; inhibition, % at 15.5 µM; 360,000 tested, 0.75% active; in the data active = inhibition above about 4.5%;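 also: 0% = vehicle wells with enzyme and 100% = reference inhibitor wells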
# SUMO1 PPI mod = alters human SUMO1 binding to SIM partners; 360,000 tested, 0.33% active; SUMO1 binding to a labelled peptide, TR-FRET, 1 h; inhibition, % at 20 µM; P63165; in the data active = inhibition above about 37%
# DNMT1 inh = inhibitors of human DNMT1; DNMT1 molecular beacon, Hinp1I cleavage, fluorescence; inhibition (reported as % activation of signal), % at 10 µM; 360,000 tested, 0.83% active; in the data active = inhibition above about 50%
# Rpn11 block = blocks the human proteasome subunit Rpn11; O00487; human 26S proteasome, Ub4-pepOG fluorescence polarization; 20S core pre-blocked with epoxomicin; calls only at 20 µM; 360,000 tested, 0.59% active; AID 588493;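 active = inhibition at 20 µM, scaled to each plate's controls, above about 33%, limit read from the data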
# Target sequence (O00487 whole entry, looked up): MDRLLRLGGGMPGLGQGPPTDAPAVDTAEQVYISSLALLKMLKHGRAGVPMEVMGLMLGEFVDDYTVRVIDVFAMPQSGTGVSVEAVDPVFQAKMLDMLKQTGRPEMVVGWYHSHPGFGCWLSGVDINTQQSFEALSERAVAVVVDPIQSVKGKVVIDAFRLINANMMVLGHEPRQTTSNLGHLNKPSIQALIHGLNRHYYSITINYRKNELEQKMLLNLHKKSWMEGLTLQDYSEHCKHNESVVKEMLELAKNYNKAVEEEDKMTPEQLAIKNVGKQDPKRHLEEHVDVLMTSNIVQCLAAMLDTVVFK
# Scp1 inh = Scp-1 (human) phosphatase inhibition; inhibition, % at 20 µM; Q9GZU7; Recombinant Scp1, phosphopeptide, malachite green phosphate absorbance; 340,000 tested, 0.88% active; AID 493091;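 active = inhibition above about 50% at 20 µM, limit read from the data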;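 also: plate controls were DMSO wells with enzyme for no effect and wells lacking enzyme for full effect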
#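 Test system: SCP-1 catalytic domain; Buffer or medium: Acidic Tris acetate buffer with magnesium and detergent; Also added: Phosphorylated 17-residue peptide substrate; Compound: single 20 µM dose, 1% DMSO; Schedule: enzyme reaction 45 min at room temperature, colour 5 min, stabilisation 30 min; Signal: Phosphate-binding colour reagent, absorbance read at 630 nm.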
# NadD block = NadD (S. aureus) enzyme inhibition | purified NadD enzyme, colorimetric absorbance read-out | inhibition, % at 20 µM | 360,000 tested, 0.78% active; in the data active = inhibition above about 26%; also: some compounds past the cut are filed as inactive
# CSN deneddyl inh = inhibitors of human CSN-mediated cullin deneddylation; Q92905; Purified CSN, SCF-Nedd8-OG deneddylation, fluorescence polarization; inhibition, % at 12.5 µM; 360,000 tested, 0.38% active; AID 651999;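 active = pattern-corrected inhibition above about 35%, with an unprinted fluorescence ratio check between 0.5 and 1.5, limit read from the data, passing the limit was not always enough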;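 also: 0% = enzyme with substrate and 100% = substrate without enzyme; some results filed as inactive read as strong as hits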
#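 Schedule: reaction 90 min, room temperature / Assay system: HEK293T-derived human Csn5 enzyme / Input: Csn5 at 0.24 nM final / Measure: inhibition of Csn5 cleavage, % / Control set: substrate-only high control, full reaction low control / Technique: fluorescence polarization of the substrate / Buffer or medium: Tris/NaCl/DTT buffer, pH 7.5 / Reagent: SCFSkp2-Nedd8OG substrate at 10 nM final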
# STEP block = inhibitors of human striatal-enriched phosphatase STEP. inhibition, % at 20 µM. P54829. recombinant STEP, OMFP fluorogenic substrate, fluorescence. AID 588621. 360,000 tested, 0.25% active;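 active = inhibition at 20 µM, scaled per plate between control wells, above about 37%, limit read from the data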;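 also: 0% = DMSO with enzyme and substrate and 100% = substrate only without enzyme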
# Target sequence (P54829 whole entry, looked up): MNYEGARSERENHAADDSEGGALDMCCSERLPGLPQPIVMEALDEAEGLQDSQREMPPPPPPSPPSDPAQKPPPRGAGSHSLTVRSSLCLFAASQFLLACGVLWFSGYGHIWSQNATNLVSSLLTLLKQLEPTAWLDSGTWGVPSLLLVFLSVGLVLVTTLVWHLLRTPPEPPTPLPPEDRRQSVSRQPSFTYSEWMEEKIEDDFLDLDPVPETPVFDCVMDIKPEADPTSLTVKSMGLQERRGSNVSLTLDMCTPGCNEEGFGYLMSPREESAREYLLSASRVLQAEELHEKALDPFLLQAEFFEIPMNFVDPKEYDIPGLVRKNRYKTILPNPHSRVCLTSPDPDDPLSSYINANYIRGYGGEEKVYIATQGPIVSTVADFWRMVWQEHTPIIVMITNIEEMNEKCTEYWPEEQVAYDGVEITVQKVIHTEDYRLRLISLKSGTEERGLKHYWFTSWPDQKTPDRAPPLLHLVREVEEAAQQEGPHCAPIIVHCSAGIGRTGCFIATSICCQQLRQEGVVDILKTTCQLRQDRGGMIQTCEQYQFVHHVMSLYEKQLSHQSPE
#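 System: STEP (striatal-enriched tyrosine phosphatase) enzyme, cell-free; medium: Bis-Tris pH 6.0 buffer with DTT, detergent; dosing: 20 µM, 1% DMSO; times: reaction 20 min, ambient temperature; detection: fluorescence, 480/540 nm; read-out basis: normalized % inhibition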
# LMPTP inh = blocks human LMPTP phosphatase. P24666. recombinant LMPTP-A, OMFP fluorogenic substrate, fluorescence intensity. inhibition, % at 20 µM. 360,000 tested, 0.22% active. AID 651560;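 active = compounds that cut the enzyme signal by at least half of the control window in the single-dose screen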;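 also: plate controls were DMSO wells with enzyme plus substrate for no effect and substrate without enzyme for full effect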
# Target sequence (P24666 whole entry, looked up): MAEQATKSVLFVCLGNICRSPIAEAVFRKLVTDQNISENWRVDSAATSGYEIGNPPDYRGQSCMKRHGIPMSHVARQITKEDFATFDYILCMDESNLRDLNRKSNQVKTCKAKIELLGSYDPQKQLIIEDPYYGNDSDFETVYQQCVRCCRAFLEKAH
#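 Test system: LMPTP-A phosphatase enzyme; input: 0.625 nM LMPTP-A final; reagent: OMFP substrate, 400 µM final; compound dosing: 20 µM single dose, 3% DMSO; incubation: 50 min dark incubation at room temperature; measured by: endpoint fluorescence intensity from OMFP dephosphorylation; measure: % inhibition relative to no-enzyme and uninhibited control wells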
# * = called active by the depositor; i = inactive; nt = not tested or not shown.
SMILES,Tb MetRS inh,MsrA inhibitor,SUMO1 PPI mod,DNMT1 inh,Rpn11 block,Scp1 inh,NadD block,CSN deneddyl inh,STEP block,LMPTP inh
O=C(CSc1ncnc2nc[nH]c12)c1ccc([N+](=O)[O-])cc1,-0.1,-0.7,-25,-6,i,7,-4,4,1,-1.8
CSc1ccc(/C=N/NC(=O)CN2CCN(Cc3ccc(C)cc3)CC2)cc1,0.0,1.6,-3,-1,i,7,-2,-15,0,-0.4
CC(=O)c1cccc(CN2CCCC(N3CCN(c4ccccc4F)CC3)C2)c1 (configuration not stated),-0.7,-0.6,2,2,i,1,2,4,1,-1.9
CCCCCCc1nc2ccccc2c(=O)n1NC(=O)c1c(O)c2c(n(CC(C)C)c1=O)CCCC2,0.3,1.1,2,5,i,-3,11,2,4,-0.4
Cc1cccc(N(CC(=O)Nc2c(C)n(C)n(-c3ccccc3)c2=O)S(C)(=O)=O)c1,-1.6,0.1,0,0,i,-4,-2,-1,-1,-2.3
COc1cccc(NC(=O)Nc2ccccc2SC)c1,-0.3,-1.4,1,-3,i,-12,-2,2,0,1.1
CCOC(=O)c1c(-c2ccccc2)c[nH]c1C,-0.5,0.1,-4,1,i,-1,3,5,-1,1.3
Cc1occc1C(=O)N/N=C/C1=C(N2CCOCC2)C(=C\c2ccc(Cl)cc2Cl)/CC1,-0.4,-0.6,-2,2,i,-1,16,0,5,0.3
CC(C)CS(=O)(=O)C1=NSC2=NC(=O)/C(=C\c3ccc(OC(=O)c4ccco4)cc3)C(=N)N21,-0.3,1.3,-8,1,i,3,25,4,-1,-0.9
Cc1ccc(NC(=O)Nc2cc(C)on2)cc1,-1.1,0.5,1,0,i,-3,-4,-3,0,-1.6
COc1ccc2c(C)cc(SCC(=O)NCC3CCCO3)nc2c1 (configuration not stated),-0.5,0.5,4,5,i,6,4,-3,-2,1.4
Cc1ccc(N(C(=O)c2ccco2)C(C(=O)NC2CCCC2)c2cccnc2)cc1 (configuration not stated),-0.2,-0.7,2,0,i,-5,0,3,1,-0.4
O=C(Nc1nnc(COc2ccccc2)s1)C1CCN(S(=O)(=O)c2ccc(Cl)cc2)CC1,-0.4,1.2,-1,8,i,-8,14,1,-2,-1.2
Cn1cccc1C(=O)OCC(=O)NCCc1ccc(S(N)(=O)=O)cc1,0.3,-0.3,1,3,i,-2,4,-5,1,-1.0
Cc1c(/C=N/NC(=O)CNc2ccccc2)c2ccccn2c1C(=O)c1ccc(Cl)cc1,-1.0,-0.4,-8,-12,i,1,36*,-1,1,0.1
S=C(Nc1ccc(Cl)c(Cl)c1)NC1CCCCC1,1.1,nt,4,-5,i,-2,-7,2,0,2.3
O=C(NCCO)C(c1ccccc1)c1ccccc1,0.3,-1.0,2,1,i,-6,-4,-7,-1,-1.9
COc1ccccc1CN1CC(C(=O)N2CCC(OC)CC2)CCC1=O (configuration not stated),0.1,-0.8,2,0,i,-2,5,-5,-1,-0.7
Cc1ccc(NC(=O)C2(C)CCN2C(=O)C2(c3ccc(Cl)cc3)CC2)cc1 (configuration not stated),0.0,-1.7,-2,0,i,nt,-2,2,0,0.6
CC1C(=O)N2CCCc3cc(S(=O)(=O)NCCc4ccccc4)cc1c32 (configuration not stated),-0.2,0.4,-2,0,i,-9,4,4,1,0.8
Cc1ccc(C(=O)OCC(=O)Nc2ccc(S(N)(=O)=O)cc2)c(O)c1,-0.3,-0.3,-5,1,i,-11,-7,-1,0,3.7
Nc1c(N(CCC2=CCCCC2)C(=O)C2CC2)c(=O)[nH]c(=O)n1Cc1ccccc1,-0.1,1.0,-7,0,i,-8,-1,-5,3,-0.2
CC(C)CN(C(=O)COC(=O)C12CC3CC(CC(O)(C3)C1)C2)C1CCS(=O)(=O)C1 (configuration not stated),-1.0,1.1,0,0,i,-6,0,1,-1,0.2
O=C(c1ccc2c(c1)CCC2)N1CCN(Cc2c(F)cccc2Cl)CC1,-0.3,1.8,-2,1,i,nt,2,-3,4,-0.2
CC(C)C[C@H](NC(=O)c1nc[nH]c1C(=O)N1CCN(C(=O)OC(C)(C)C)CC1)C(=O)OCc1ccccc1,-0.1,-0.6,6,0,i,-8,9,2,1,0.3
Cc1cc(-c2ccc(NS(=O)(=O)c3ccccc3)c(C)c2)ccc1NS(=O)(=O)c1ccccc1,-0.4,1.5,2,1,i,3,20,-2,-4,1.1
Cc1cc(NC(=O)CCCC(=O)NCc2cccs2)no1,0.2,-0.3,1,0,i,1,-1,3,3,-1.3
CCOC(=O)c1cnc[nH]c1=O,-0.6,0.6,-4,2,i,-4,0,-2,-1,2.1
CCOC(=O)C1CCN(c2cc3c(cc2NC(=O)c2ccccc2)n(C)c(=O)n3C)CC1,0.4,0.2,0,-6,i,3,-4,0,1,0.1
CC(C)C[C@@H](CNCC(=O)[C@H](Cc1c[nH]c2ccccc12)NC(=O)c1[nH]cnc1C(=O)N[C@@H](C)CN)NC(=O)c1nc[nH]c1C(=O)N[C@@H](CC(=O)O)C(=O)O,11*,-0.3,21,3,i,-2,14,-3,2,-4.5
COc1ccc(N(C)C2=NS(=O)(=O)c3ccccc32)cc1,0.1,-0.2,-2,-2,i,-2,-1,0,-2,-1.8
O=C(NCC(=O)N(c1cccnc1)C(C(=O)NC1CCCCC1)c1ccccc1F)c1ccco1 (configuration not stated),-0.5,0.4,9,-1,i,2,-2,1,-1,-1.2
Cc1c(CCC(=O)NCCCn2ccnc2)c(=O)oc2c(C)c3occ(C(C)(C)C)c3cc12,-0.1,0.3,-2,5,i,4,6,4,-3,-6.6
NC(=O)CC(NC(=O)Cc1cccc2ccccc12)c1ccc(NCc2ccc(F)cc2)c([N+](=O)[O-])c1 (configuration not stated),0.5,0.6,-10,22,i,-6,3,6,3,2.0
O=C1COc2ccc(C(=O)COc3ccc([N+](=O)[O-])cc3)cc2N1,-0.1,0.0,10,14,i,-7,4,1,-3,14
O=C(CCn1c(=S)[nH]c2ccccc2c1=O)Nc1ccc(F)cc1,-0.4,0.3,6,25,i,-6,-1,12,6,10
O=C(C1CC1)N1CCc2cc(S(=O)(=O)NCC3COc4ccccc4O3)ccc21 (configuration not stated),0.1,-0.7,1,-3,i,-9,-5,3,-2,-0.1
O=C1CC(N2CCN(c3cccc(C(F)(F)F)c3)CC2)C(=O)N1c1ccccc1 (configuration not stated),1.1,0.8,-1,-1,i,-6,6,2,1,1.2
Cc1cc(C)n2nc(CNS(=O)(=O)c3ccc(F)cc3)nc2n1,0.3,-0.6,0,1,i,-4,3,-1,2,0.0
CC(C)c1ccc(NC2CCCN(C(=O)CSc3nncn3C)C2)cc1 (configuration not stated),0.1,-0.9,4,-2,i,-9,-3,-3,-2,-0.7

# A second format for part of the listing above:
O=C1COc2ccc(C(=O)COc3ccc([N+](=O)[O-])cc3)cc2N1
  Tb MetRS inh: -0.1 | MsrA inhibitor: 0.0 | SUMO1 PPI mod: 10 | DNMT1 inh: 14 | Rpn11 block: i | Scp1 inh: -7 | NadD block: 4 | CSN deneddyl inh: 1 | STEP block: -3 | LMPTP inh: 14

O=C(CCn1c(=S)[nH]c2ccccc2c1=O)Nc1ccc(F)cc1
  Tb MetRS inh: -0.4 | MsrA inhibitor: 0.3 | SUMO1 PPI mod: 6 | DNMT1 inh: 25 | Rpn11 block: i | Scp1 inh: -6 | NadD block: -1 | CSN deneddyl inh: 12 | STEP block: 6 | LMPTP inh: 10

O=C(C1CC1)N1CCc2cc(S(=O)(=O)NCC3COc4ccccc4O3)ccc21 (configuration not stated)
  Tb MetRS inh: 0.1 | MsrA inhibitor: -0.7 | SUMO1 PPI mod: 1 | DNMT1 inh: -3 | Rpn11 block: i | Scp1 inh: -9 | NadD block: -5 | CSN deneddyl inh: 3 | STEP block: -2 | LMPTP inh: -0.1

O=C1CC(N2CCN(c3cccc(C(F)(F)F)c3)CC2)C(=O)N1c1ccccc1 (configuration not stated)
  Tb MetRS inh: 1.1 | MsrA inhibitor: 0.8 | SUMO1 PPI mod: -1 | DNMT1 inh: -1 | Rpn11 block: i | Scp1 inh: -6 | NadD block: 6 | CSN deneddyl inh: 2 | STEP block: 1 | LMPTP inh: 1.2

# Next entries follow:
SMILES,Tb MetRS inh,MsrA inhibitor,SUMO1 PPI mod,DNMT1 inh,Rpn11 block,Scp1 inh,NadD block,CSN deneddyl inh,STEP block,LMPTP inh
CCn1nnc2cc(C(=O)N(CCOC)CC(=O)Nc3cccc(C)c3C)ccc21,-0.1,-1.0,-3,6,i,-9,-1,-5,-2,-1.2
CCOc1ccc(NS(=O)(=O)c2ccc(C(=O)NC3CCN(Cc4ccccc4)CC3)cc2)cc1,-0.1,-0.5,0,0,i,-8,-5,8,0,-1.5
CCCSc1cc(NCCOC(C)=O)c([N+](=O)[O-])c2nonc12,0.4,1.1,-22,-3,i,1,-1,1,-3,-0.2
S=c1[nH]nc(C2CCCCC2)n1Cc1ccccc1,-1.2,-0.1,-3,0,i,2,-3,3,0,-0.4
COc1c(C)oc2cc(O)ccc2c1=O,-0.9,1.4,1,10,i,0,1,-8,-2,-1.2
Cn1nc(CC(=O)NC2CCCCC2)c2ccccc2c1=O,-0.9,0.8,-5,1,i,-6,-6,-1,-2,-2.0
O=C(NC1CCCN(Cc2ccc(Cl)cc2)C1)C1CCC1 (configuration not stated),-1.0,-0.9,1,-1,i,3,-6,3,-2,-3.4
COc1ccc(/C=N/NS(=O)(=O)c2ccc(F)cc2)cc1CN1CCSCC1,-0.4,3.0,-8,-1,i,-9,-3,-3,-1,0.5
COc1ccc(C(C)=O)cc1CC(=O)N(Cc1ccccc1)c1ccccc1,-0.2,0.9,2,-5,i,-15,-6,4,0,3.0
Cc1nc2sc(C(c3cccc(F)c3)N3CC(C)OC(C)C3)c(O)n2n1 (configuration not stated),-0.2,-1.1,1,3,i,-3,2,-1,-3,-0.1
COc1ccccc1NC(=O)c1ccc2[nH]c(C)c(C)c2c1,1.6,0.4,0,-1,i,-19,-9,-4,2,2.4
O=C(COc1cccnc1[N+](=O)[O-])NCc1cccs1,0.2,-0.1,-13,-2,i,1,-5,-4,-3,-0.4
O=C(NN=Cc1ccccc1)NN=Cc1ccccc1,-0.3,0.4,-5,8,i,-2,0,3,0,-0.3
Cc1cc2c(Nc3cccc(O)c3)ncnc2s1,-0.1,0.7,5,0,i,-5,-4,0,-2,-0.4
